Screening data as filed in PubChem BioAssay.
OPRM1-OPRD1 inv: inverse agonist of human OPRM1-OPRD1 heterodimerization; P35372+P41143; cell-based MOR-DOR heterodimer luminescence, inverse agonism; inhibition, % at 9.3 µM; hit rate 0.21% among 340,000; in the data active = inhibition above about 22%, passing the limit was not always enough;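 note: 0% = cells with DMSO and 100% = wells without cells with DMSO; values of inactives mirror those of a sister screen read the other way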
AddAB inh: less growth of phage-infected E. coli with AddAB | E. coli expressing H. pylori AddAB, absorbance growth | inhibition, % at 11.9 µM | hit rate 0.29% among 330,000 | AID 435030; in the data active = inhibition above about 12%;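 note: 0% = vehicle wells of infected cells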
OPRM1-OPRD1 ag: agonists of human mu-delta opioid receptor heterodimerization; hit rate 0.3% among 340,000; cells, OPRM1-OPRD1 heterodimerization, luminescence; activation, % at 9.3 µM; P35372+P41143; in the data active = activation above about 18%;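 note: 0% = vehicle-treated cells and 100% = reference agonist; values of inactives mirror those of a sister screen read the other way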
PKA-R1A activ: activates the PKA-R1A holoenzyme complex. PKA-R1A dissociation, Cy5-IP20 fluorescence polarization; scaled: DMSO 0%, 113 µM cGMP 100%. activation, % at 11.4 µM. hit rate 0.083% among 340,000. AID 504707;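 active = percent activation above the mean of all tested compounds plus 3 SD, cut at about 19% in these data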;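 note: higher means more PKAc released from R1A so a rise in polarization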
phage Ecoli inh: E. coli growth loss with phage present | growth absorbance | inhibition, % at 11.9 µM | hit rate 0.26% among 360,000 | AID 651602; in the data active = inhibition above about 11%
PKA-R2B activ: activators of human PKA-R2B complex | activation, % at 11.4 µM | P22694+P31323 | hit rate 0.079% among 340,000 | PKA-R2B holoenzyme dissociation, Cy5-IP20 fluorescence polarization; R2B truncated from residue 108, S112A mutant; 0% DMSO only, 100% 113 µM cGMP;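 active = activation above a cutoff set at the mean over all compounds plus 3 SD, cut at about 18% in these data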;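 note: higher means more holoenzyme dissociation and a rise in polarization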
Target sequence (P31323 whole entry, looked up, other chains not shown, the tested form may be a part): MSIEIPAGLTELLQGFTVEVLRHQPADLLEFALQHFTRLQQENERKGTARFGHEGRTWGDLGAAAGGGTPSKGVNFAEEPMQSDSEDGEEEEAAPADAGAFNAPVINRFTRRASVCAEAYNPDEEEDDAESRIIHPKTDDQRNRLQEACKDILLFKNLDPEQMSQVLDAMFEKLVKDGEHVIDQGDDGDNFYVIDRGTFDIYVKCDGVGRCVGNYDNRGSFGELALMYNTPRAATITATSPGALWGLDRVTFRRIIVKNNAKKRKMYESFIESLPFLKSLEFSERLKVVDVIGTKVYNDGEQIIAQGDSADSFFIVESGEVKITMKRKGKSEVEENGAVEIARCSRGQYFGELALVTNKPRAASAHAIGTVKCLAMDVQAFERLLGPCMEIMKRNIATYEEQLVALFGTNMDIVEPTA
PfHsp90 yeast 2: reduces growth (ATP signal) of yeast expressing P. falciparum Hsp90; AID 504621; inhibition, % at 9.4 µM; hit rate 0.32% among 310,000; S. cerevisiae expressing PfHsp90, BacTiter-Glo ATP, 48 h; yeast lacking PDR1 and PDR3 efflux regulators;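 active = every replicate shows inhibition above about 80%, whatever the replicate mean, limit read from the data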;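 note: 0% = DMSO neutral controls and 100% = 20 µM radicicol positive controls; yeast relying on Plasmodium falciparum Hsp90 in place of its own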
Mot1-301 SUMO: blocks SUMOylation pathway, rescuing yeast Mot1-301 growth; S. cerevisiae Mot1-301 growth rescue, ATP luminescence, 38.5C; percent above DMSO median, 100 means doubled; growth rescue, % at 18.8 µM; hit rate 1% among 320,000; AID 2716;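 active = every valid replicate shows activation above 250% relative to neutral control wells; inactive = the rest, any valid replicate at or below 250%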;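 note: OY570 slx delta 5 strain wells were the positive control but not used for scaling; some compounds called inactive have numbers as strong as hits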
Tat export inh: inhibitors of E. coli Tat protein transport; hit rate 0.036% among 340,000; E. coli MC4100 TorA-mCherry Tat export, fluorescence; inhibition, % at 10 µM; AID 488895;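 active = mean replicate inhibition at least 50% and at least half of replicates individually reaching 50%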;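 note: exported cargo escapes ClpAP degradation while cytoplasmic cargo is degraded and loses fluorescence; 0% = median of neutral control wells and 100% = median of NaSCN control wells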
E coli growth: reduces bacterial viability in AddAB counter-screen | E. coli V3065 growth, OD600 absorbance, 18 h | inhibition, % at 11.9 µM | hit rate 0.27% among 330,000;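 active = inhibition above the campaign's mean inhibition across all tested compounds plus 3 SD, cut at about 9.9% in these data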;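 note: uninfected addAB+ strain grown without phage in ampicillin broth; 0% = DMSO wells and 100% = ciprofloxacin 0.95 µg/ml wells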
HTR5A inv ag: counter-screen for OPRM1-OPRD1 inverse agonists: human HTR5A inverse agonism; P47898; HTR5A cell line, luminescence; inhibition, % at 9.3 µM; hit rate 0.083% among 340,000; AID 504634; in the data active = inhibition mostly above about 23%, no sharp cut-off; inactive = mostly below about 18%;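 note: 0% = cells with DMSO and 100% = no-cell wells with DMSO; some compounds called inactive have numbers as strong as hits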
Target sequence (P47898 whole entry, looked up): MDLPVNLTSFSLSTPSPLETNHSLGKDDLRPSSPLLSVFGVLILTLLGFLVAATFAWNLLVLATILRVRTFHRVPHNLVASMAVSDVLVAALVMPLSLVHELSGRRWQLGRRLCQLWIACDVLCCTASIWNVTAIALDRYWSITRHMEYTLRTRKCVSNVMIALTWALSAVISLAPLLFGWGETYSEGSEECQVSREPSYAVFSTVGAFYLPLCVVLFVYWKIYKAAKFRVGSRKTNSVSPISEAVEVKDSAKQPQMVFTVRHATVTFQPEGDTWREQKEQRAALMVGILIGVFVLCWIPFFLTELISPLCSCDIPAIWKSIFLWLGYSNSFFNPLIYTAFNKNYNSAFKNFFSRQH
* marks the source's active call; other numbers are inactive results; · = not tested or not shown.

Sequence of screens: OPRM1-OPRD1 inv | AddAB inh | OPRM1-OPRD1 ag | PKA-R1A activ | phage Ecoli inh | PKA-R2B activ | PfHsp90 yeast 2 | Mot1-301 SUMO | Tat export inh | E coli growth | HTR5A inv ag
1) O=C(CN1CCN(Cc2ccccc2)CC1)Nc1cccc(Br)c1
 : -10 | 2.0 | 1.3 | -5 | 1.7 | 13 | -3 | 21 | -8 | -2.1 | 14
2) COc1ccc(N2CCN(/C(=N\S(=O)(=O)c3ccccc3)Nc3nc(C)cc(C)n3)CC2)cc1
 : 6 | -2.0 | -1.0 | 5 | 2.8 | 2 | 24 | -15 | -8 | -1.6 | 1
3) O=S(=O)(NCC1CCCO1)c1ccc(S(=O)(=O)N(Cc2ccc(F)cc2)Cc2ccco2)cc1 (stereo not drawn)
 : -13 | 2.7 | 3.0 | 0 | 2.1 | -5 | 12 | 9 | -2 | 0.8 | -10
4) COCCNC(=O)c1n[nH]c2ccccc12
 : 16 | -1.0 | -3.5 | -1 | -0.9 | -10 | 62 | -22 | -2 | -2.8 | -33
5) COc1ccc(-c2cc(C(=O)NC3CCCC3)no2)cc1
 : -5 | -0.4 | 0.8 | -7 | 1.5 | 2 | 6 | -4 | -2 | -0.5 | -14
6) CC1(C)Cc2nc3nc(SCC(=O)NCCc4ccccc4)n(-c4ccccc4)c(=O)c3cc2CO1
 : 10 | 1.9 | -1.8 | 5 | 1.6 | 6 | 17 | 1 | 15 | -0.7 | 9
7) O=C(N/N=C/c1ccccc1Br)C1CC1
 : 8 | 3.0 | -1.4 | 4 | 0.9 | -10 | 5 | 70 | 0 | 2.2 | 9
8) Cc1ccccc1OCC(=O)Nc1ccc(N2CCN(C)CC2)c(Cl)c1
 : 11 | 3.7 | -2.0 | -19 | -0.5 | -1 | -8 | 146 | -6 | -1.5 | 2
9) Cc1nn(Cc2ccc(F)cc2)c2sc(C(=O)Nc3ccc(N4CCOCC4)cc3N3CCOCC3)cc12
 : -7 | 2.6 | 1.4 | -1 | 3.1 | -10 | -11 | 188 | 11 | 2.1 | 3
10) O=C1c2ccc(Cl)cc2S(=O)(=O)c2cccc(C(=O)N3CCC(Cc4ccccc4)CC3)c21
 : 1 | 1.1 | -0.2 | -6 | 6.1 | 0 | -10 | -23 | -2 | 0.7 | -5
11) O=S(=O)(c1ccccc1)c1ccc(NCc2ccco2)cc1
 : -16 | -2.0 | 2.9 | -12 | 0.8 | 1 | -53 | -13 | 8 | -1.6 | 10
12) N#C/C=C1\n2c(nc3ccccc32)OC12CCCCC2
 : -8 | 4.1 | 1.7 | -4 | 1.2 | -5 | · | · | -3 | 0.9 | -6
13) COc1ccc(C(=O)O/N=C(\C)c2ccccc2)cc1
 : 2 | -1.3 | -0.4 | 13 | 2.3 | -15 | 34 | -52 | -5 | -0.3 | -47
14) COc1cc(C2C(C(C)=O)=C(O)C(=O)N2Cc2ccccc2)ccc1O (stereo not drawn)
 : 6 | · | -1.2 | -4 | 3.4 | 1 | -30 | 120 | -2 | · | -7
15) Cc1[nH][nH]c(=O)c1C(c1ccc(Cl)cc1)c1c(C)[nH][nH]c1=O
 : 6 | 0.7 | -1.2 | -4 | 1.0 | 6 | -8 | -4 | -7 | -2.3 | 10
16) CC(C(=O)N1CCc2ccccc21)n1cnc2c1c(=O)n(C)c(=O)n2C (stereo not drawn)
 : · | 1.1 | · | 5 | -2.4 | 3 | -17 | -14 | 7 | 0.0 | ·
17) Cc1nnc(SCC(=O)Nc2ncc3c(n2)CC(C)(C)CC3=O)s1
 : 6 | 2.0 | -1.3 | 2 | 4.7 | -5 | 3 | 86 | -4 | 0.7 | -9
18) O=C(NCCCN1CCOCC1)NC12CC3CC(CC(C3)C1)C2
 : 13 | 0.3 | -2.2 | 2 | 2.4 | 4 | -7 | · | 4 | 0.1 | 17
19) Cc1ccc(-c2nc(CS(=O)CC(=O)N3CCN(c4ccccc4)CC3)c(C)o2)cc1 (stereo not drawn)
 : -5 | 2.3 | 0.9 | 0 | 0.5 | 5 | -5 | 43 | 8 | -0.3 | -11
20) CNc1ncnc2c1cnn2C1CCCCO1 (stereo not drawn)
 : 13 | · | -2.6 | -5 | -0.2 | 6 | -2 | · | 1 | · | 3
21) CCN(CCn1cccn1)Cc1ccccc1OCC(O)CN1CCc2ccccc2C1 (stereo not drawn)
 : -28 | 0.9 | 5.5 | -2 | 4.7 | 4 | 6 | -8 | 1 | -3.7 | -6
22) Cn1cccc1C(=O)OCC(=O)Nc1ccc2c(c1)CCC2
 : 2 | 0.9 | -0.3 | -6 | 0.5 | 8 | 1 | 18 | 2 | -2.0 | -37
23) Cc1cc(=O)oc2ccc(OCC(=O)O)cc12
 : 11 | -2.9 | -2.2 | 2 | 3.4 | -7 | · | -2 | -3 | -3.6 | -12
24) Cc1cc(C)c(OCC(=O)OCC(=O)NC2CCC(C)CC2)c(C)c1 (stereo not drawn)
 : -16 | 1.4 | 2.5 | -1 | 0.5 | 1 | -2 | 13 | 0 | 0.2 | -30
25) COc1ccc(S(=O)(=O)N2CCOC2CNC(=O)C(=O)NCc2ccco2)cc1C (stereo not drawn)
 : 3 | 2.8 | -0.6 | 0 | 1.5 | 0 | 2 | -26 | -6 | -0.7 | -3
26) COCCn1c(SCC(=O)c2ccccc2)nc2c(c1=O)SC(C)C2 (stereo not drawn)
 : 6 | 1.7 | -1.1 | 6 | -1.8 | -1 | 17 | -19 | -1 | -0.4 | -10
27) COc1ccc2c(c1)c(=O)oc1cc(OCC(=O)N3CCC(C)CC3)ccc12
 : 11 | 0.7 | -2.2 | -4 | · | 0 | · | 6 | 0 | -2.1 | 2
28) CC(=O)Nc1ccc(-c2cc(C(=O)O)c3ccc(C)cc3n2)cc1
 : 9 | 0.9 | -1.7 | -10 | 0.7 | -1 | 11 | -1 | 0 | 1.1 | 6
29) C=CCN1C(=O)NC(c2ccc(OC)cc2)(C(F)(F)F)S/C1=C(\C#N)c1nnc(N2CCOCC2)n1-c1ccccc1 (stereo not drawn)
 : 8 | 2.2 | -1.4 | -7 | 3.9 | -4 | -13 | -3 | 0 | 1.6 | 2
30) O=C(NC1CC1)C1CCCN1S(=O)(=O)c1ccc2ccccc2c1 (stereo not drawn)
 : 11 | 1.2 | -1.9 | -2 | 0.6 | -4 | · | 3 | 0 | 0.8 | -8
31) CCN(CC)c1ccc(NC(=O)Nc2ccccc2)cc1
 : -5 | 2.2 | 1.1 | 8 | 3.4 | 3 | 1 | -14 | -12 | 0.0 | -11
32) COc1ccccc1Nc1nc2ccccc2[nH]1
 : 0 | 0.2 | 0.0 | 8 | 3.9 | 7 | -3 | 13 | -2 | -2.8 | 5
33) Cc1cc(C)c(C#N)c(SC2CCCCC2=O)n1 (stereo not drawn)
 : 10 | 2.8 | -1.8 | 11 | 0.6 | 3 | -14 | -11 | -2 | 2.4 | 1
34) CCc1nnc(NC(=O)c2cc(-c3ccccn3)nc3ccccc23)s1
 : 8 | -2.6 | -1.5 | -2 | 4.5 | 7 | -11 | -1 | -5 | 2.0 | 7
35) O=C(Cn1c(=O)c2sccc2n(Cc2cccc([N+](=O)[O-])c2)c1=O)NCCc1ccccc1
 : 17 | 4.6 | -2.8 | -8 | 3.5 | -9 | -1 | 884* | 6 | 1.8 | -15
36) COc1ccc(C(C2C(=O)CC(C)(C)CC2=O)C2C(=O)CC(C)(C)CC2=O)cc1
 : 12 | 2.0 | -2.4 | 3 | 1.0 | 2 | -11 | 0 | -2 | -2.9 | 32
37) COC(OC)c1ccc(C#N)c(SCc2ccc(C)cc2)n1
 : -23 | 4.0 | 4.7 | -5 | 3.3 | 5 | 39 | 11 | 6 | -3.4 | -2
38) COc1ccc(OCC(=O)Nn2c(-c3ccc(OC)cc3)nc3ccccc3c2=O)cc1
 : 4 | 1.6 | -0.8 | 2 | 2.2 | -3 | 14 | 11 | -7 | -0.8 | -6
39) CCOC(=O)c1c(C)[nH]c(C(=O)COC(=O)CCS(=O)(=O)c2ccc(C)cc2)c1C
 : 10 | -0.1 | -2.2 | 4 | 4.1 | -10 | -13 | -5 | -4 | 0.3 | 3
40) COc1ccc(C(=O)NCc2nnc(SCC(=O)Nc3nc4ccccc4s3)o2)cc1
 : 2 | 1.4 | -0.6 | -10 | 0.0 | 4 | 5 | -11 | -6 | 0.1 | 26
41) O=S(=O)(CCc1nc2ccccc2s1)c1ccc2ccccc2c1
 : 13 | 3.8 | -2.4 | -5 | 3.0 | -6 | -18 | 21 | 5 | 3.4 | 10
42) CC(=O)N1CCN(C(=O)CNC(=O)c2ccc(Br)o2)CC1
 : 4 | 0.4 | -0.5 | -10 | 0.8 | 2 | -16 | 378 | 4 | 0.9 | -14
43) Cc1cc(C)c2cc(CN(CCCN(C)C)C(=S)NCc3ccccc3)c(=O)[nH]c2c1
 : 8 | 1.5 | -1.7 | 15 | 4.1 | -4 | 12 | 1 | -9 | -3.9 | -9
44) Cc1ccc(C(=O)NCc2ccc3c(c2)OCO3)c(C)c1
 : -7 | -1.8 | 1.5 | -6 | 0.1 | -4 | -5 | 18 | -3 | 1.5 | -11
45) CC1CCCN(C(=O)COC(=O)Cn2cnc3ccccc32)C1 (stereo not drawn)
 : 11 | -0.2 | -2.5 | -5 | 1.2 | -4 | -31 | 2 | 7 | 0.8 | -12
46) CC1=Nc2ccccc2/C1=C/c1nc(-c2ccc(C)s2)oc1O
 : -1 | 4.0 | 0.1 | -5 | 3.4 | 1 | -9 | 4 | -7 | 0.8 | 6
47) CCCCc1nc2cc(Cl)ccc2o1
 : 10 | -1.2 | -2.0 | 0 | -1.3 | -1 | 0 | -4 | -1 | -0.2 | 0
48) O=C(CN1C(=O)NC2(CCOc3ccccc32)C1=O)NCc1ccccc1 (stereo not drawn)
 : 14 | 0.8 | -3.2 | -1 | 2.5 | -5 | 5 | -12 | 3 | -0.7 | -4
49) COc1cccc2cc(C(=O)Oc3ccc(NC(C)=O)cc3)c(=O)oc12
 : 14 | 2.0 | -2.4 | 5 | 4.3 | 11 | 10 | -6 | -1 | 1.7 | 11
50) CC1(C)Cc2nc(N3CCOCC3)c(C#N)cc2CO1
 : 16 | -0.7 | -2.7 | -4 | 0.0 | 4 | · | -1 | 4 | -3.6 | 10
51) Cc1ccc(C(=O)N2CCCC(C(=O)Nc3cccc(-c4ccc(F)cc4)c3)C2)cn1 (stereo not drawn)
 : -4 | 0.7 | 0.8 | -2 | 1.9 | -7 | -12 | 6 | 14 | -1.9 | -1
52) CCOC(=O)N1CCN(c2c(NCCc3ccc(OCC)c(OCC)c3)c(=O)c2=O)CC1
 : 12 | 2.8 | -2.2 | 0 | · | -1 | 14 | -5 | -4 | -1.2 | 10
53) COc1ccc(C(=O)NC(Cc2ccc(OC(=O)c3ccc(OC)cc3)cc2)C(=O)O)cc1 (stereo not drawn)
 : 4 | 3.8 | -0.7 | -11 | 2.0 | 9 | 4 | 556 | 6 | -2.6 | 7
